JMJD2A Tudor: blocks the human JMJD2A Tudor domain. hit rate 4.4% among 390,000. AID 504339. Potency, µM (highest dose often 114 µM), inactives show at the highest dose activity change, negative = inhibition, hits mostly inhibitors. O75164. AlphaScreen JMJD2A-Tudor / H3K4me3 peptide binding; note: % is set by controls: 0 for no effect and ±100 for the full control effect; nearly all actives have a fitted effect of over 50% in size
Tb PGK inh: inhibitors of T. brucei phosphoglycerate kinase. hit rate 0.043% among 380,000. AID 602233. P07378. Potency, µM (doses to about 57.5 µM), for the others: at the highest dose activity change, negative = inhibition, hits mostly inhibitors. PGK/GAPDH coupled, Kinase-Glo luminescence, 60 min; note: % is set by controls: 0 for no effect and ±100 for the full control effect; nearly all actives have a fitted effect of over 60% in size
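Luminescent ATP detection (Kinase-Glo Plus) follows a 60-minute room-temperature incubation, with wells lacking PGK as controls. Buffer: 100 mM TEA (pH 7.6), 5 mM MgCl2, 0.01% Tween-20. Coupling enzyme GAPDH (100 nM final) supplies unstable 1,3-BPG in-well.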
ALOX12 inh: blocks human arachidonate 12S-lipoxygenase; purified 12hLO, xylenol orange hydroperoxide absorbance; Potency, µM (doses to about 108 µM), inactives show at the top dose activity change, negative = inhibition, most hits filed as inhibitors; hit rate 1.1% among 580,000; note: % is set by controls: 0 for no effect and ±100 for the full control effect
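Purified human 12hLO (150 nM final) in 25 mM Hepes, 0.01% Triton X-100, pH 7.0 was preincubated 15 min at room temperature with compound. Then 40 uM arachidonic acid was added, 30 min. Hydroperoxide was read by Fe-XO absorbance ratio 573/405 nm.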
Pin1 inh: blocks the human prolyl isomerase Pin1. Q13526. Pin1 FP peptide displacement, HiFluor488, 10 min. Potency, µM (top dose mostly 115 µM), without a hit: top-dose activity, negative = inhibition, most hits filed as inhibitors. hit rate 0.009% among 390,000. AID 504891; active = well fitted inhibition curve with a large enough effect in the polarisation, with a control signal flat, not every such curve was filed as active; inconclusive = small, poorly fitted or top-dose-only effect, or effect the other way, or a change in a side signal; inactive = no such curve, though single readings can be large or run the other way; the % refers to the polarisation; note: % is set by controls: 0 for no effect and ±100 for the full control effect
Target sequence (Q13526 whole entry, looked up): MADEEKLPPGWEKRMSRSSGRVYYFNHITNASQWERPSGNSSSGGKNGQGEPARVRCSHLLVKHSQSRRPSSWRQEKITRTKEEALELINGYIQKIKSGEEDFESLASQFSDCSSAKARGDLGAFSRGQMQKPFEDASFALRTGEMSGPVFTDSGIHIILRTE
ERG-DNA inh: inhibitors of human ERG Ets domain-DNA interaction; AID 624246; P11308; Potency, µM (top dose mostly 76.9 µM), for inactives: at the highest dose FP activity, negative = inhibition, usual class: inhibitors; fluorescence polarization, His-ERG Ets domain / labelled DNA; hit rate 0.028% among 370,000; active = well fitted inhibition curve with a large enough effect in the polarisation, with a control signal flat; inconclusive = small, poorly fitted or top-dose-only effect, or effect the other way, or a change in a side signal; inactive = no such curve, though single readings can be large or run the other way; the % refers to the polarisation;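 note: polarization taken with two DNA probes labelled with fluorescein and Texas red; % of control where 0% means no effect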
Target sequence (P11308 whole entry, looked up, the tested form may be a part): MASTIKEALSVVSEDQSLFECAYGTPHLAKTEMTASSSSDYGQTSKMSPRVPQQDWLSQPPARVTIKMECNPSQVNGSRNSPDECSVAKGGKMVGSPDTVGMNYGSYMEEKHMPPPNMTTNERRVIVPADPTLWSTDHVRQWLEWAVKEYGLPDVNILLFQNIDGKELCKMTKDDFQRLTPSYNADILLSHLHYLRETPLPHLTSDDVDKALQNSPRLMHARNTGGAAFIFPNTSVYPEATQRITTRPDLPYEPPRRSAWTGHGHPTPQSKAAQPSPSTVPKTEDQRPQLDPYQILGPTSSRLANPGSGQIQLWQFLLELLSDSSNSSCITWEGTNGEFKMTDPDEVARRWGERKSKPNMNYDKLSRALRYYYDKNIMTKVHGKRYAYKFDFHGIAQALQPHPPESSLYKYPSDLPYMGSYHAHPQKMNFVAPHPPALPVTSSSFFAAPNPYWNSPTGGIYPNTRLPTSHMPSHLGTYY
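His-tagged ERG Ets domain (1 uM in the protein solution; 300mM KCl, 50mM Tris-HCl, 1mM EDTA, 1mM DTT, pH 7.5) received compound, then a probe mix of 5 nM fluorescein-DNA and 100nM Texas-615-DNA. Fluorescence polarization was read for both dyes.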
HP1b chromo inh: inhibitors of HP1-beta chromodomain binding to methylated histone tails; P83916; hit rate 0.56% among 390,000; AlphaScreen HP1-beta / biotin-H3K9me3 peptide binding; Potency, µM (highest dose often 114 µM), without a hit: at the top dose activity change, negative = inhibition, hits mostly inhibitors; note: nearly all actives have a fitted effect of over 70% in size; inactives centre near 23
Target sequence (P83916 whole entry, looked up): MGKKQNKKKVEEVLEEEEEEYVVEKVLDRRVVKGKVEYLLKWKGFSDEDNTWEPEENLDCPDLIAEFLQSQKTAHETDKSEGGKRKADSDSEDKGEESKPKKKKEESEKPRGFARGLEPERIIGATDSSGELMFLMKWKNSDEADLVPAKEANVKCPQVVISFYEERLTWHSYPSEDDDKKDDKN
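Compound inhibition of the preformed complex between 50 nM HP1-beta and 50 nM biotinylated H3K9me3 peptide was read by AlphaScreen. Buffer was PBS pH 7.4 with 0.01% Tween-20. Incubations ran 30 min at room temperature, with 10 ug/mL donor/acceptor beads.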
GLS inh: inhibitors of human glutaminase (GLS) | O94925 | GLS enzymatic activity, qHTS titration | Potency, µM (titrated, usually from 45.5 µM), without a hit: at the highest dose activity change, negative = inhibition, most hits filed as inhibitors | hit rate 0.21% among 410,000 | AID 624170; note: % is set by controls: 0 for no effect and ±100 for the full control effect
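Compounds were pin-transferred onto hKGA, after which L-glutamine (1 mM solution) and a detection mix of glutamate oxidase, HRP and Amplex Red were added. Initial and 30 min RT fluorescence reads were collected.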
TrxR1 inh: inhibitors of rat thioredoxin reductase 1; hit rate 1% among 390,000; AID 588453; recombinant rTrxR1, NADPH fluorescence consumption, selenite substrate; Potency, µM (titrated, usually from 114 µM), inactives show top-dose activity change, negative = inhibition, most hits filed as inhibitors; note: % is set by controls: 0 for no effect and ±100 for the full control effect; nearly all actives have a fitted effect of over 65% in size
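Rat TrxR1 (90 nM in the dispensed reagent) was pre-reduced with 400 uM NADPH for 5 min at room temperature, then incubated with compound for 15 min. After 400 uM selenite was added, NADPH fluorescence (Ex 340/Em 450 nm) was followed for 8 min.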
RGS4 inh: blocks human RGS4-accelerated GTP hydrolysis; P49798; Transcreener GDP fluorescence polarization, RGS4-accelerated GTP hydrolysis; Potency, µM (doses to about 114 µM), without a hit: at the top dose activity change, negative = inhibition, actives largely listed as inhibitors; hit rate 0.039% among 390,000; AID 504845; note: % is set by controls: 0 for no effect and ±100 for the full control effect; nearly all actives have a fitted effect of over 75% in size; some results filed as inactive show a strong effect at the top dose
Target sequence (P49798 whole entry, looked up): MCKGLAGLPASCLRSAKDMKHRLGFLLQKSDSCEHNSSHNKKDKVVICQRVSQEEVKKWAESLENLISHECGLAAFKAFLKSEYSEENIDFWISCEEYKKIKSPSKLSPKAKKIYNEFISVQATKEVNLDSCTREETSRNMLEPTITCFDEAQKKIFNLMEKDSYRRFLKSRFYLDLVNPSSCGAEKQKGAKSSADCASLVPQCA
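MLSMR compounds (23 nl, pin-transferred) preincubated 10 min at room temperature with a 500nM (2x) first reagent, then RGS4 at 900nM (2x) plus Transcreener GDP mix added; fluorescence polarization (620/688 nm) read before and after 90 min at 30 °C.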
* = called active by the depositor; i = inactive; ? = inconclusive; . = no result given; & = joins results of further samples; [ ] = remark or other dose. Unless noted, calls come from the whole dose curve; as a rule, active = well fitted curve in the direction sought with a large enough effect; inconclusive = small, poorly fitted or top-dose-only effect, or another doubt; inactive = no such curve, though single readings can be large; an effect the other way counts as inactive or inconclusive. Potency is the fitted concentration of half-maximal effect.

SMILES	JMJD2A Tudor	Tb PGK inh	ALOX12 inh	Pin1 inh	ERG-DNA inh	HP1b chromo inh	GLS inh	TrxR1 inh	RGS4 inh
CCOC(=O)c1sc2ccccc2c1S(=O)(=O)Nc1ccc(N(C)C)cc1	13µM*	-7%	?	1%	9%	-25%	53%[activator]	12%[57.1 µM]	-30%
CCn1c(COc2cccc(C)c2)nnc1SCC(=O)N1CCCC1	-2%	4%	-24%	-1%	-6%	30%	-15%	19%	-8%
C=CCn1c(CNC(=O)c2cccs2)nnc1SCC(=O)c1ccc(Br)cc1	-33%	-7%	-17%	0%	13%	22%	2%	-14%[57.1 µM]	-8%
CCC(C)NS(=O)(=O)c1ccc(OCC(=O)NCC2CCCO2)cc1 (stereo unspecified)	-8%	2%	-7%	2%	.	23%	-9%	5%	3%
Cc1sc(NC(=O)CCS(=O)(=O)c2ccccc2)c(C#N)c1C	-34%	-1%	?	-3%	3%	?	-2%	-8%	?
COC(=O)/C=C1/SC(=NC(=O)c2ccc(Cl)cc2)NC1=O	?	-6%	?	?	7%	-14%	-2%	3%	?
COc1cc(C(C(=O)NC(C)(C)C)N(C(=O)CNC(=O)c2cccs2)c2ccccc2)cc(OC)c1OC (stereo unspecified)	-8%	-4%	18%	-14%	.	26%	10%	22%	-4%
COc1cc(/C=N/Nc2snc(SC)c2C#N)cc(OC)c1OC	-12%	-1%	-4%	10%	-1%	30%[activator]	-1%	6%	-9%
O=C(NCCCNC(=O)c1ccco1)c1ccc(Cl)cc1	11%	-5%	15%	1%	5%	21%	1%	13%[57.1 µM]	-14%
COc1ccc(C(=O)N2c3ccc(F)cc3CCC2C)cc1OC (stereo unspecified)	-7%	1%	?	9%	-5%	20%	-4%	0%[57.1 µM]	-13%
CC(=O)c1c(C)[nH]c(C(=O)OC(C)C(=O)Nc2ccc(C)c(S(=O)(=O)N3CCOCC3)c2)c1C (stereo unspecified)	-34%	-1%	-6%	-5%	21%	5%	-8%	14%	24%
O=Cc1c(N2CCC3(CC2)OCCO3)nc2ccccn2c1=O	-13%	-3%	135%[activator]	3%	0%	7%	16%	13%	12%
CCCCn1c(N)c(N(CC(C)C)C(=O)c2ccncc2)c(=O)[nH]c1=O	-11%	-3%	-7%	11%	2%	5%	1%	-10%	2%
CCCn1c(=O)c2ccccc2n2c(=S)[nH]nc12	1.4µM*	i	-26%	-4%	-2%	27%	-24%	-6%	-20%
COc1cc(-c2nnc(SCC(=O)N(C)C3CCS(=O)(=O)C3)o2)cc(OC)c1OC (stereo unspecified)	-12%	i	-17%	-2%	-4%	23%	2%	-6%[57.1 µM]	-1%
O=C(CNC(=O)[C@@H]1Cc2ccccc2CN1)NC1CCCCC1	-2%	-6%	4%	-4%	9%	20%	0%	-28%	?
CCOC(=O)c1ccc(N2C(=O)CC(N3CCC(Nc4ccc(F)cc4)CC3)C2=O)cc1 (stereo unspecified)	?	-7%	17%	0%	8%	12%	-4%	-1%	20%
COc1ccc(C(C(=O)NC2CCCC2)N(C(=O)c2snc(-c3ccc(F)cc3)c2N)c2ccccc2)cc1 (stereo unspecified)	7%	0%	0%	-1%	1%	12%	-2%	3%[57.1 µM]	-4%
Cc1ccc(S(=O)(=O)N(C)c2ccc(OCC(=O)OCc3c(C)noc3C)cc2)cc1	0%	2%	0%[57.4 µM]	5%	1%	45%[activator]	-2%	0%	7%
CC(C)c1cc(C(=O)Nc2cc(Br)ccc2O)no1	-8%	.	18%	6%	.	20%	?	10%	16%

Complete entries as entered above. Order of screens: JMJD2A Tudor, Tb PGK inh, ALOX12 inh, Pin1 inh, ERG-DNA inh, HP1b chromo inh, GLS inh, TrxR1 inh, RGS4 inh
Profile of Cc1ccc(S(=O)(=O)N(C)c2ccc(OCC(=O)OCc3c(C)noc3C)cc2)cc1 → 0%, 2%, 0%[57.4 µM], 5%, 1%, 45%[activator], -2%, 0%, 7%
Profile of COc1cc(-c2nnc(SCC(=O)N(C)C3CCS(=O)(=O)C3)o2)cc(OC)c1OC (stereo unspecified) → -12%, i, -17%, -2%, -4%, 23%, 2%, -6%[57.1 µM], -1%

Continued.
SMILES	JMJD2A Tudor	Tb PGK inh	ALOX12 inh	Pin1 inh	ERG-DNA inh	HP1b chromo inh	GLS inh	TrxR1 inh	RGS4 inh
CCOc1ccc(CCNC(=O)Cn2nc(C)c3c(C)n(-c4ccccc4)nc3c2=O)cc1OCC	-23%&-11%	-4%&-9%	6%&-16%	-5%&-8%	1%&2%	34%&20%	-2%&-6%	20%&20%	-9%&25%
CCOc1ccc(S(=O)(=O)c2cn(CC)c3ccc(F)cc3c2=O)cc1	-14%	4%	-20%	-5%	1%	31%	2%	4%	32%
Cn1cc([N+](=O)[O-])c(C(=O)NNC(=O)c2ccc([N+](=O)[O-])cc2Cl)n1	4%	0%	421%[activator]	1%	3%	36%	12%	-19%	-8%
COc1ccccc1OCC(=O)N1CC2(C)CC1CC(C)(C)C2 (stereo unspecified)	9%	-4%	-18%	3%	-2%	33%	-5%	9%	-7%
c1ccc(CC2CCN(Cc3nc(-c4ccccc4)no3)CC2)cc1	19%	-7%	-19%	10%	-2%	48%[activator]	0%	3%	-22%
NC(=O)CSc1nc2ccc([N+](=O)[O-])cc2[nH]1	-17%	-11%	-2%	-6%	-2%	20%	9%	3%[57.1 µM]	-15%
Cc1onc(-c2ccccc2)c1C(=O)Nc1ccc2c(C)cc(=O)oc2c1	-9%	i	11%	-10%	4%	28%	8%	18%[57.1 µM]	-2%
Cc1cc(C)n(-c2nc3ccccc3nc2N2CCN(c3cccc(C)c3C)CC2)n1	29%	-2%	-16%	-7%	-2%	61%[activator]	2%	5%	28%
O=C(NCCc1ccc(Cl)cc1)c1ccc2c(c1)N(Cc1ccccc1)C(=O)CS2	-21%	i	0%	17%	1%	17%	-8%	26%[57.1 µM]	19%
Cc1ccccc1C(=O)Nc1ccccc1N1CCN(C(=O)c2ccccc2)CC1	-14%	i	8%	-3%	-5%	31%	-8%	13%	-23%
CCOC(=O)C1=C(COC(=O)CCOc2ccccc2)NC(=O)NC1C (stereo unspecified)	100µM*	-6%	-6%	-3%	-8%	-13%	-11%	0%	-33%
COCCN(Cc1cc2cc(C)ccc2[nH]c1=O)S(=O)(=O)c1ccc(Cl)cc1	-4%	-3%	-27%	3%	10%	67%[activator]	2%	15%	2%[56.9 µM]
O=C1N[C@@H](Cc2cn(S(=O)(=O)c3ccccc3)c3ccccc23)C(=O)N[C@H]1Cc1ccccc1	-8%	-11%	2%	0%	11%	43%[activator]	-13%	18%[57.1 µM]	20%
COC(=O)CCC(=O)NC1CC(C)(C)Cc2c1cnn2-c1ccccc1 (stereo unspecified)	-13%	-6%	0%	2%	16%	13%	-6%	-1%	8%
Cn1c(C(=O)N2CCCC(C(=O)NCc3ccc4c(c3)OCO4)C2)cc2sccc21 (stereo unspecified)	-13%	-4%	-6%	-1%	7%	10%	-1%	17%[57.1 µM]	-9%
C=C(C)c1cc2c(ccc3ccc(=O)oc32)o1	-5%	9%	15%	-1%	-9%	22%	16%	3%	-5%
COCCOC(=O)c1c(C)oc2ccc(OC(=O)c3ccco3)cc12	2%	-3%	-1%	2%	1%	39%[activator]	-5%	5%	-7%
O=S(=O)(Nc1cccc(-c2cn3cccnc3n2)c1)c1ccc(-c2ccccc2)cc1	-19%	-3%	0%	33%[activator]	2%	38%	3%	-4%[57.1 µM]	-24%
CN(CC(O)CN)CC(O)CN1CCCCC1 (stereo unspecified)	-22%	?	21%	-3%	-13%	29%	0%	-6%[57.1 µM]	-8%
O=C(COc1ccc(Cl)cc1Cl)Nc1nc2n(n1)C(c1ccccc1)CC(=O)N2 (stereo unspecified)	-24%	-10%[11.5 µM]	-4%&8%	-5%	.	14%	25%	30%	19%
CC1CCc2c(sc3ncn(N)c(=N)c23)C1 (stereo unspecified)	-13%[11.4 µM]	-1%	46%[activator]	-7%	5%	18%	-9%	-6%	18%[11.4 µM]
COC(=O)c1ccccc1NC(=O)NCCc1c(C)nn(C)c1C	-11%	9%	-19%	1%	-1%	24%	5%	12%[57.1 µM]	17%
CC1(C)CC(=O)c2cn3ncnc3nc2C1	-3%	-2%	0%	-5%	1%	25%	-1%	10%	18%
Cc1cc(C)nc(SCC(=O)N2CCc3ccccc32)n1	6%	-7%	0%	-10%	-6%	32%	-7%	3%	2%
CN1CCN(C(=O)/C(C#N)=C/c2ccc(F)cc2)CC1	-19%	5%	-10%	-3%	8%	44%[activator]	12%	1%[57.1 µM]	22%
O=C(COc1cccc([N+](=O)[O-])c1)N/N=C/c1ccco1	?	-3%	271%[activator]	?	-4%	3%	-2%	-14%[57.1 µM]	22%
Cc1ccc(OCC(=O)N(Cc2ccccc2)C(C)(C)C)c([N+](=O)[O-])n1	-3%	-2%	-11%	7%	.	13%	2%	2%	10%
Cc1c(-c2ccccc2)sc2nc[nH]c(=S)c12	-17%	-10%	-19%	16%	-2%	14%	-1%	18%[57.1 µM]	-5%
Cc1ccc(N=Cc2cc(Br)cc(Cl)c2O)cc1	-7%	-17%	-17%	?	-7%	50%[activator]	?	-14%	-5%
CC(=O)c1ccc(Cc2ccccc2)cc1	33%	i	-6%	7%	-11%	57%[activator]	2%	18%	13%
COc1cccc(NC(=O)COc2coc(CN3CCN(c4ccccc4)CC3)cc2=O)c1	-18%	-6%	-16%	-3%	9%	15%	12%	-3%	12%
CCN1C(=O)/C(=C2\Sc3ccccc3N2CC)OC1=S	?	-1%	-26%	5%	0%	10%	9%	-5%[57.1 µM]	0%

Assay outcomes as filed in PubChem.

These rows are one share of the data, so the mix of outcomes need not match the whole.
